# CXCR6 inh = CXCR6 receptor inhibitors, primary screen, cell-based, beta-arrestin, luminescence, CHO-K1 PathHunter, 1536-well. inhibition, % at 20 µM. C-X-C chemokine receptor type 6 (Homo sapiens), O00574. hit rate 0.36% among 360,000; in the data active means inhibition above about 34%, passing the limit was not always enough;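 further: antagonist mode with CXCL16 agonist at 10 nM final; 0% = 10 nM CXCL16 with DMSO and 100% = unstimulated wells without agonist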
# Target sequence (O00574 whole entry, looked up): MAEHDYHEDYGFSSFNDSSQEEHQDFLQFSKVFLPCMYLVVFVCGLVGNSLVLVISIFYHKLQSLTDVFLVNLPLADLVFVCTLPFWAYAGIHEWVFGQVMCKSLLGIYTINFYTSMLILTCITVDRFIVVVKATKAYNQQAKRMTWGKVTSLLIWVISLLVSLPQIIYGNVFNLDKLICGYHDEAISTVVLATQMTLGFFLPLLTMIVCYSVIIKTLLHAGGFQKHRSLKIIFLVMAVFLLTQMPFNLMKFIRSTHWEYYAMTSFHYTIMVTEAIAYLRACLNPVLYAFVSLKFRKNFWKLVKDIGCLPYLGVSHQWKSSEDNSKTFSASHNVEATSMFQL
# EBI2 antag = EBI2 receptor antagonists, beta-arrestin recruitment, primary screen, cell-based, luminescence, 7a,25-OHC stimulation, uHTS | G-protein coupled receptor 183 (Homo sapiens), P32249 | 7a,25-OHC stimulated | inhibition, % at 5 µM | hit rate 0.81% among 360,000 | AID 651636, 2012; in the data active means inhibition above about 38%;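 further: enzyme fragment complementation signal reports receptor beta-arrestin coupling in cells; 0% = agonist plus DMSO wells and 100% = wells without agonist; some results beyond the cut were filed as inactive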
# APJ antagonist = antagonists of human apelin receptor APJ, primary screen, CHO-K1 cells, beta-arrestin complementation, luminescence; P35414; inhibition, % at 20 µM; hit rate 0.32% among 330,000; AID 2521, 2010;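 active means inhibition above about 40% at 20 µM, limit read from the data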;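 further: cells challenged with 10 nM apelin-13 agonist together with compound; plate controls were apelin-13 plus DMSO wells for no effect and DMSO wells lacking apelin-13 for full effect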
# UBC13 inh = UBC13 polyubiquitin chain formation inhibitors, primary screen, biochemical, TR-FRET, uHTS. Ubiquitin-conjugating enzyme E2 N (Homo sapiens), P61088. inhibition, % at 20 µM. hit rate 0.47% among 330,000; in the data active means inhibition above about 45%, passing the limit was not always enough
# Target sequence (P61088 whole entry, looked up): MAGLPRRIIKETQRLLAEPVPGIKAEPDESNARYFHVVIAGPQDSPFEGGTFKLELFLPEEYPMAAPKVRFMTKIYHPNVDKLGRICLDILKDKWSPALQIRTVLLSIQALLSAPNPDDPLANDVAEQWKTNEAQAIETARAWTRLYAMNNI
# APJ ag = agonists of human apelin receptor APJ, primary screen, CHO-K1 cells, PathHunter beta-arrestin, luminescence; P35414; 0% DMSO wells, 100% apelin; activation, % at 20 µM; hit rate 0.11% among 330,000; AID 2520, 2010;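 active means activation more than six SD over the plate average, tested at 20 µM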;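 further: 0% = DMSO alone and 100% = apelin-13 at 10 nM; some results filed as inactive read as strong as hits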
#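 Assay system: CHO-K1 APJ beta-arrestin complementation cell line / Compound: single test compound dose, 20 µM final, 1% DMSO / Times: overnight seeding, 90 min compound at 25 °C, 1 h detection / Technique: beta-gal luminescence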
# CCR6 antag = CCR6 receptor antagonists, primary screen, cell-based, CHO-K1, luminescence, beta-arrestin, uHTS; inhibition, % at 20 µM; CHO-K1 CCR6 PathHunter beta-arrestin, CCL20-stimulated; C-C chemokine receptor type 6 (Homo sapiens), P51684; hit rate 0.49% among 340,000; AID 493098, 2011;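 active means compounds whose inhibition of the agonist-driven luminescence signal at 20 µM reaches about 50%, limit read from the data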;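 further: cells stimulated with CCL20 at 14 nM final; plate controls were DMSO with CCL20 for no effect and DMSO without agonist for full effect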
# Gli-Sufu block = Gli-Sufu pathway antagonists, primary screen, luciferase luminescence, Sufu-KO-LIGHT cells, uHTS | inhibition, % at 5 µM | Sufu-KO-LIGHT fibroblasts, Gli luciferase reporter luminescence | AID 588413, 2011 | hit rate 0.74% among 340,000;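 active means inhibition above about 55%, limit read from the data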;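 further: 0% = DMSO-treated cells and 100% = wells with medium but no cells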
# ATG4B inhibitor = ATG4B protease inhibitors, primary screen, biochemical, fluorescence, uHTS; Cysteine protease ATG4B (Homo sapiens), Q9Y4P1; hit rate 0.51% among 340,000; ATG4B cleavage of LC3-PLA2, NBD-HPC fluorescence, 1 h; inhibition, % at 8.33 µM; in the data active means inhibition above about 40%
# Target sequence (Q9Y4P1 whole entry, looked up): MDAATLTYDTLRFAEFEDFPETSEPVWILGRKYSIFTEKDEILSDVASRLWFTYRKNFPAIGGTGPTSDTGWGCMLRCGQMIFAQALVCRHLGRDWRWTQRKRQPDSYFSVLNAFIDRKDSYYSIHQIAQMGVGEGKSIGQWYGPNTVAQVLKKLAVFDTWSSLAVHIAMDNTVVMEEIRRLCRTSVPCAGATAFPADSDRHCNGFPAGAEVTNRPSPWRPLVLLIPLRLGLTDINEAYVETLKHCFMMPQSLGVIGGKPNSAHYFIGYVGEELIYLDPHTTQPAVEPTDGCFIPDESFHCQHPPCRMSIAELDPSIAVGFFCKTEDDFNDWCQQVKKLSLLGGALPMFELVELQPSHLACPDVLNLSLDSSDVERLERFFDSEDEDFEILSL
# * hit, by the source's call; x = not tested or not shown.
SMILES,CXCR6 inh,EBI2 antag,APJ antagonist,UBC13 inh,APJ ag,CCR6 antag,Gli-Sufu block,ATG4B inhibitor
CC1=CC(=O)Nc2cncnc2N1,-1,-1,x,x,x,-6,1,0
CCN1C(=O)/C(=C/c2ccc(OCc3ccc(C(=O)O)cc3)c(Cl)c2)NC1=S,-8,-12,14,-2,-1,19,-25,-8
Cc1cc(/C=C2\C(=N)N3N=C(CC(=O)N4CCOCC4)SC3=NC2=O)c(C)n1-c1ccccc1,7,-6,14,-10,-5,11,-3,-1
CCc1c(C)[nH]n(-c2ccc(Oc3ccccc3)c(S(=O)(=O)O)c2)c1=O,0,-8,-1,-14,-2,-4,2,3
Cc1noc(C)c1COc1ccccc1C(=O)NNC(=O)c1ccc(F)cc1,10,1,-3,6,3,-1,-10,-4
CCCS(=O)(=O)c1c(S(=O)(=O)CCC)c2c3ccccc3ccn2c1C(N)=O,2,-12,7,6,-3,-4,-4,0
Cc1ccc(-c2nnc3n2N=C(c2ccccc2)CS3)cc1,6,-10,-5,-4,-5,6,0,-3
O=C(CN1CCN(c2ccc(Cl)cc2)CC1)Nc1ccc(F)c(F)c1,-11,-3,-1,-4,0,13,11,-5
COc1ccc(/C=N/Nc2nnc(C)n2N)cc1OC(C)=O,-10,-7,-26,-15,1,-8,7,-2
N#C/C(=C\c1ccc(OCc2ccc(C(=O)O)cc2)cc1)C(=O)N1CCOCC1,1,3,-8,-14,-2,-5,-134,0
CN(C)S(=O)(=O)Oc1ccccc1C(=O)Nc1ccccc1Cl,-4,6,-4,8,-5,8,-3,2
Cc1cc(C)n(NC(=S)NC2CCCCC2)c(=O)c1C#N,3,1,4,-2,-5,10,-2,4
COc1cc(C(N)=O)ccc1OCc1ccccc1,-6,-5,13,-2,17,-3,-13,-3
COc1ccc2oc(C(=O)NCc3ccco3)c(C)c2c1,3,9,7,5,2,9,-13,2
O=C(Nc1ccncc1)c1ccc(F)cc1,1,-9,6,6,-2,1,-5,-10
O=c1cc(CN2CCN(c3ccc(O)cc3)CC2)nc2scc(-c3ccccc3)n12,-3,-6,-17,-4,4,-3,3,-6
O=C(CSc1nnc(NC(=O)c2ccco2)s1)Nc1ccc2c(c1)OCCO2,3,-2,-13,-16,-4,5,-18,-3
O=C(CCN1C(=O)/C(=C/c2cccs2)SC1=S)Nc1ccc(C(=O)O)c(O)c1,20,3,15,-27,10,42,4,39
CCOC(=O)c1nn(-c2ccccc2)c(=O)cc1SC(C)C,-7,-8,5,2,-5,-4,0,-2
COCc1c(C)cc(C)c(/C=N/O)c1C,4,11,-28,-4,4,1,-9,1
NC(=S)N/N=C1\c2ccccc2-c2c(C(=O)O)cccc21,5,0,11,-6,-1,-18,-5,2
O=C(CSc1cn(Cc2ccccc2)c2ccccc12)N1CCOCC1,15,7,1,6,0,5,-10,-4
CCc1cc(=O)oc2cc(OC(C)=O)cc(OC(C)=O)c12,-9,-2,36,25,-4,4,2,-1
CCN(CC)CCn1c2ccccc2c(=O)c2c(O)ccc(O)c21,-3,-37,x,x,x,8,4,3
CCn1c(SCC(=O)Nc2ccccc2N2CCOCC2)nnc1-c1ccccc1O,3,-13,4,7,1,-6,2,-9
Cc1nn(CCCC(=O)Nc2ccc(Br)cc2F)c(C)c1[N+](=O)[O-],-9,-3,2,-1,-2,-1,2,6
CCNC(=O)CC1C(=O)N(c2ccc(F)cc2)C(=O)N1Cc1ccccn1 (configuration not stated),-7,-13,0,2,-3,-6,1,1
CCn1c(SCC(=O)NC2CC2)nnc1-c1csc(C)c1,1,4,13,-5,-2,-4,5,4
COc1cc(OC)cc(C(=O)NNC(=O)CCC(=O)c2cccs2)c1,2,-21,18,4,3,-1,-5,3
CC(C)CN(CCCNC(=O)CN1N=C(c2ccc(Cl)cc2)CCC1=O)CC(C)C,0,5,-9,2,-4,2,x,3
C=CCC[C@@H](Cc1ccc(F)cc1)C(=O)OC[C@H](C)NC(=O)[C@@H](CC=C)CC(=O)N[C@@H](CO)Cc1ccccc1,7,-8,-5,-7,-2,10,5,-3
CC12CCC(=O)N1C(C(=O)NNC(=O)c1ccccc1F)CS2 (configuration not stated),7,-5,-47,-17,-2,-4,0,4
Cn1nc(C(=O)Nc2ccc(S(=O)(=O)N3CCCC3)cc2)ccc1=O,6,-1,12,2,2,0,4,-5
C/C(=C1/SC(N2CC(C)OC(C)C2)=NC1=O)c1ccccc1 (configuration not stated),4,-5,11,-7,-3,-11,-6,5
CC(=O)Nc1ccc(S(=O)(=O)N[C@@H](C)C(=O)N2CCN(c3ccccn3)CC2)cc1,-6,-6,19,10,-4,14,6,-7
CN(C(=O)COC(=O)c1cc([N+](=O)[O-])ccc1N1CCCC1)C1CCS(=O)(=O)C1 (configuration not stated),-5,0,-1,-17,-1,-4,-13,-20
COCCCNC(=O)CN(Cc1ccc(Cl)cc1)S(C)(=O)=O,0,-2,8,7,2,7,4,-6
Cc1ccc(C)c(N(CC(=O)N2CCCC2)S(C)(=O)=O)c1,0,-1,-14,-3,-4,2,10,-1
CC1(C)SCC2C(=O)N3C(CSC3(C)C)C(=O)N21 (configuration not stated),2,-6,12,0,-3,-10,0,-1
CCOC(=O)CSC(CC)C(=O)Nc1nnc(CC)s1 (configuration not stated),3,-1,-3,3,3,-1,7,-2
Cc1cc(SCc2cc(=O)[nH]c3ccccc23)nc2ccccc12,0,12,-15,3,0,-12,-7,-3
Cc1nn(-c2ccccc2)c(C)c1/C=N/O,-1,-8,4,-4,-3,21,6,-8
Nn1c(Nc2ccccc2)nc2sc3c(c2c1=O)CCC3,-4,8,x,x,x,-2,-1,5
CCC(C)(C)NC(=O)C(c1ccc(OC)cc1)N(Cc1cccs1)C(=O)CCC(=O)Nc1cc(C)on1 (configuration not stated),4,-7,7,6,0,11,-32,-11
COc1cc(C(c2c(C)[nH][nH]c2=O)c2c(C)[nH][nH]c2=O)ccc1OS(=O)(=O)c1ccccc1,13,12,-9,2,-4,19,15,0
COc1ccc([C@H]2CC(=O)C=C(c3cccc(C(C)C)c3)C2)cc1,6,4,-3,5,-4,23,-11,-2
O=C(CCN1CCCCCC1)Nc1ccc(F)c(F)c1,-8,-11,-7,4,-5,1,5,-3
Cn1c(CSc2nc3ccccc3n2C)nc2ccccc21,2,4,1,10,0,10,-9,-8
COc1ccc(Cl)cc1C(=O)NCCN1CCOCC1,4,6,-16,-6,3,8,18,6
CC1CCN(C(=O)COC(=O)CCC(=O)c2ccc(Cl)cc2)CC1,-3,3,-4,4,1,7,7,-8

# Remaining list, next part.
SMILES,CXCR6 inh,EBI2 antag,APJ antagonist,UBC13 inh,APJ ag,CCR6 antag,Gli-Sufu block,ATG4B inhibitor
COc1ccc(-c2nc3ncnn3cc2C)cc1F,-3,-8,-1,4,-1,2,-21,-4
Cc1cc(SCC(=O)NCCN2C(=O)CSC2=O)nc2ccccc12,-2,-9,5,13,-3,18,-2,-13
O=C(NCc1ccccn1)c1cc(-c2ccccc2Cl)on1,-6,-9,19,2,-3,-1,-35,-1
CSc1ccccc1NC(=O)CN(C)C(=O)C1CCN(C(=O)Nc2ccccc2)CC1,2,-1,2,-6,-1,6,9,2
Cc1ccc(OCCC(=O)Nc2ccc(S(=O)(=O)Nc3cc(C)nc(C)n3)cc2)cc1,-6,2,5,1,-4,2,-2,-11
CS(=O)(=O)Nc1ccc(C2=NN(C(=O)CCCC(=O)O)C(c3cccs3)C2)cc1 (configuration not stated),-8,7,1,14,-3,-10,9,0
N#Cc1ccc(Sc2nc3ccccc3[nH]2)cc1C#N,0,-2,0,8,5,-5,92*,-2
Cc1ccnn1-c1ccc(C(=O)OCC(=O)Nc2ccc(F)cc2)cc1,-6,-4,3,4,1,10,-18,9
O=C(CC12CC3CC(CC(Br)(C3)C1)C2)NCc1ccccc1,3,-7,3,1,-2,14,10,0
CCOC(=O)c1c[nH]c2ccc3ccccc3c2c1=O,6,12,-5,5,4,-2,-8,0
O=C(NC1CCN(CC(=O)N(c2ccccc2)c2ccccc2)CC1)c1ccc([N+](=O)[O-])cc1,0,13,-3,11,-4,19,36,7
Cc1ccc(NC(=O)c2c(C)nn(-c3ccccc3)c2Cl)cc1,2,6,2,10,0,10,-25,12
COc1ccc(OC)c(CN2C(=O)c3ccccc3C2C(=O)NCc2cccnc2)c1 (configuration not stated),-4,-5,17,8,-2,-5,-1,-9
CCc1nn2c(=O)c(S(=O)(=O)Nc3ccccc3)c(C)nc2s1,1,-5,19,1,-2,6,-5,-16
O=[N+]([O-])c1ccccc1-c1cc(-c2cc(Cl)ccc2O)n[nH]1,-4,34,x,x,x,0,11,88*
O=C(CN(C(=O)CNS(=O)(=O)c1ccc(F)cc1)c1ccc(F)cc1)NCc1ccco1,-2,-2,0,4,-1,-5,5,-5
O=C(CSc1ccccc1)N1CCCC(N2CCN(c3ccc(F)cc3)CC2)C1 (configuration not stated),0,9,30,3,4,18,2,0
COc1ccc(CCNC(=O)c2cc(S(=O)(=O)N3CCOCC3)ccc2F)cc1,5,1,9,10,-5,-6,45,-8
Cc1cccc(C(=O)Nc2nc3ccc(S(C)(=O)=O)cc3s2)c1,7,-7,14,3,1,7,-28,-2
Cc1ccc(OCCOCCN2CCCCC2)c([N+](=O)[O-])c1,0,-7,-8,-3,2,-22,4,1
c1ccc2c(NCCc3c[nH]c4ccccc34)c3ccccc3nc2c1,-15,0,-3,36,4,19,15,-6
CCOc1ccc(S(=O)(=O)Oc2ccc3ccccc3c2)cc1,-8,9,-10,-10,-4,11,-6,3
COCCN(C(=O)c1ccc(NC2CC2)c([N+](=O)[O-])c1)c1c(N)n(CC(C)C)c(=O)[nH]c1=O,8,-12,35,-45,-2,3,-17,2
CSc1nc2c(c(=O)[nH]1)C(c1ccc(F)cc1)CC(=O)N2 (configuration not stated),3,-12,-7,5,-2,6,3,-3
O=C(c1ccccc1)C1(c2ccccc2)OC1c1ccccc1 (configuration not stated),8,9,x,x,x,25,0,6
COc1ccc(N(Cc2cc3ccccc3[nH]c2=O)S(=O)(=O)c2ccc(C)cc2)cc1,7,7,-1,2,-2,10,-20,-3
Cc1[nH]c(=O)[nH]c(=O)c1S(=O)(=O)N1CCCC(C(=O)N2CCN(c3ccccc3Cl)CC2)C1 (configuration not stated),4,0,-5,-12,-2,2,-3,-2
CCOC(=O)C1(CCCc2ccccc2)CCN(C(=O)Cc2nonc2C)CC1,8,15,4,-1,-4,-9,11,-5
COC(=O)COC(=O)c1ccccc1NC(=O)c1ccccc1,-7,-6,0,1,-3,9,-1,-5
CCN(C(=O)CSc1nc(N)cc(=O)[nH]1)C1CCS(=O)(=O)C1 (configuration not stated),-1,-13,0,9,-4,5,-10,4
COc1cccc(CNC2CCCCCCC2)c1OC,1,2,-6,3,-3,5,25,-2
Fc1cccc(CO/N=C/c2c(-c3ccccc3)nc3ccc(Cl)cn23)c1,-1,-5,11,4,-2,19,10,5
O=c1oc2ccc3ccccc3c2cc1-c1nc2ccccc2o1,8,2,3,10,-6,7,4,1
